Screening results as filed in PubChem.
AID2073 = disruptors of CaV2.2 binding to Mint1 – biochemical, HTRF (AID 2073); HTRF protein-protein interaction, Mint1-CaV2.2; higher % means a stronger effect; inhibition, % at 20 µM; hits with a dose series show IC50 in µM; 0.19% of 290,000 active; in the data active = inhibition mostly above about 51%, no sharp cut-off; note: some results filed as inactive read as strong as hits
Yfh1-off respiration = enhancers of respiration in Yfh1-depleted yeast, dose response, Friedreich's ataxia, plus single-dose screen (AID 1465); 0.074% of 220,000 active; fold induction at 50 µM; hits with a dose series show EC50 in µM; S. cerevisiae Yfh1-off respiration, WST-1 reduction, 72 h; higher fold induction means a stronger effect;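 active = fold induction of absorbance versus untreated yeast above a set limit, then at least 30% activation at any dose in follow-up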;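 note: activators that raise dye reduction in frataxin-depleted yeast; strong numbers were not always called active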
West Nile antiviral = inhibition of WNV-induced cytopathic effect – cell-based, CPE readout (AID 1621). West Nile virus-infected cells, CPE inhibition; higher % means a stronger effect. one-dose CPE inhibition, % at 10 µM; IC50 in µM for titrated hits. 0.02% of 290,000 active; in the data active = a potency from the dose series; note: strong numbers were not always called active
HIV peptide binding = inhibitors of HIV fusion peptide binding, primary screen, biochemical, uHTS, fluorescence dequenching (AID 1986) | 0.3% of 290,000 active | cell-free peptide binding, fluorescence dequenching, 30 min; higher % means a stronger effect | inhibition, % at 20 µM; hits with a dose series show IC50 in µM; in the data active = inhibition mostly above about 52%, no sharp cut-off; inactive = mostly below about 76%; note: some results filed as inactive read as strong as hits
NOD1 inhibition = inhibition of NOD1-driven NF-kB reporter – cell-based, luminescence, uHTS, primary screen (AID 1578). one-dose inhibition, % at 4 µM; EC50 in µM for titrated hits. NOD1-driven NF-kB luciferase reporter cells, luminescence; higher % means a stronger effect. 1% of 290,000 active; in the data active = inhibition mostly above about 36%, no sharp cut-off; inactive = mostly below about 34%;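 note: HEK-293T reporter cells stimulated with the NOD1 agonist gamma-tri-DAP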
KOR beta-arrestin-1 = kappa opioid receptor blockers – cell-based, luminescence, uHTS (AID 1778). inhibition, % at 10 µM, or IC50 in µM where a hit was titrated. KOR beta-arrestin recruitment, luminescence, antagonist mode; higher % means a stronger effect. 0.091% of 290,000 active; note: strong numbers were not always called active
KOR beta-arrestin-2 = KOR agonists, beta-arrestin recruitment, primary screen, cell-based, luminescence, uHTS (AID 1777). KOR beta-arrestin recruitment, luminescence; higher % means a stronger effect. one-dose activation, % at 10 µM; EC50 in µM for titrated hits. 0.02% of 280,000 active; in the data active = activation above about 50%, passing the limit was not always enough; note: a part of the inactive calls stands beside numbers as strong as those of hits
NS5 inhibitors = Dengue-2 NS5 methyltransferase inhibitors, primary screen, biochemical, confirmation dose response (AID 588689); Dengue-2 NS5 methyltransferase capping enzyme assay, biochemical; higher % means a stronger effect; inhibition, % at 25 µM, or IC50 in µM where a hit was titrated; 0.3% of 340,000 active; in the data active = a potency from the dose series
NOD2 inhibition = inhibition of NOD2-driven NF-kB reporter – cell-based, luminescence, uHTS, HEK293 (AID 1566) | HEK293 NOD2/NF-kB luciferase reporter, luminescence; higher % means a stronger effect | inhibition, % at 4 µM; hits with a dose series show EC50 in µM | 0.63% of 290,000 active; note: many of its hits are not listed in these tables
NS5 inhibitors pilot replicate = recorded beside NS5 inhibitors, whose call it bears; inhibition, %; measured here: pilot screen replicate inhibition
* hit, by the source's call; i = inactive; · = not tested or not shown; [ ] = another dose, or the depositor's remark. Cut-off read from the data, not from the text of the source, unless noted: active = inhibition above about 50%; inactive = the rest.

SMILES	AID2073	Yfh1-off respiration	West Nile antiviral	HIV peptide binding	NOD1 inhibition	KOR beta-arrestin-1	KOR beta-arrestin-2	NS5 inhibitors	NOD2 inhibition	others
COCc1cc(CN2CCCC2)c(O)c2ncccc12	-5%	i	0.2%	-2.0%	41%	0%	-2.9%	-2%	10%
O=C(NCc1ccc2c(c1)OCO2)c1c(Cl)cccc1Cl	18%	·	-0.7%	-1.0%	-3%	-29%[20 µM]	7.7%	-10%	5%
NC(=O)CC[C@@H]1NC(=O)C(Cc2ccc(O)cc2)NC(=O)c2cc([N+](=O)[O-])cc(F)c2NCCC[C@@H](C(N)=O)NC1=O (some centres not stated)	-23%	i	0.5%	2.2%	-24%	8%	1.1%	·	5%
CCc1ccc(-n2c(O)cnc2Nc2nc(C)cc(C)n2)cc1	-10%	i	-0.5%	1.6%	-5%	-16%	-0.5%	0%	10%
Cc1cccc(CSc2nc3sc(C)c(C)c3c(=O)n2Cc2ccco2)c1	-6%	i	-1.6%	2.2%	19%	19%	-4.4%	-4%	22%	NS5 inhibitors pilot replicate=-0.6
CC(C)S(=O)(=O)c1ccc(C(=O)Nc2ccc(F)cc2F)cn1	4%	i	1.2%	0.1%	-24%	23%[20 µM]	0.4%	-4%	5%
COC(=O)C1=NN(C(=O)c2ccc(Br)cc2)C(O)(C(C)(C)C)C1 (configuration not stated)	3%	i	0.6%	0.4%	-8%	-28%	-0.9%	2%	3%
O=c1[nH]c(/C=C\c2ccc(O)cc2)nc(O)c1[N+](=O)[O-]	7%	·	0.6%	5.3%	2%	-21%[20 µM]	-3.5%	-11%	14%
CCc1nnc(NC(=O)C2CCCO2)s1 (configuration not stated)	-1%	i	0.4%	-0.8%	24%	-47%[20 µM]	·	-9%	6%
CN1CCN(S(=O)(=O)c2ccccc2)CC1	40%	·	-0.6%	0.2%	13%	-11%	1.2%	·	16%
CCN(CC)C(=O)C1=C(C)NC(=O)NC1c1c(F)cccc1Cl (configuration not stated)	5%	i	0.0%	0.7%	-25%	-3%	0.7%	2%	-10%
Cc1cccn2cc(-c3ccc(S(=O)(=O)N4CCOCC4)cc3)nc12	33%	i	0.2%	1.2%	16%	-24%	-2.7%	-7%	20%	NS5 inhibitors pilot replicate=-3.2
C=CCn1c(SCc2nc3sc(C(=O)O)c(C)c3c(=O)[nH]2)nnc1-c1ccc(F)cc1	3%	i	0.4%	3.3%	-30%	-6%[20 µM]	-2.3%	-10%	12%
COCCNc1nc(N)c([N+](=O)[O-])c(NCc2ccccc2)n1	12%	·	0.7%	-1.0%	-6%	-38%	-0.9%	-8%	5%
C=CCn1c(CNc2ccc(C)cc2)nnc1SCC(=O)N/N=C/c1ccc(O)cc1O	2%	i	0.4%	-2.1%	-36%	41%	3.0%	2%	-16%
O=C(Cn1cc(C(F)(F)F)ccc1=O)N/N=C/c1cccc(Cl)c1Cl	2%	i	-0.7%	-0.8%	29%	-41%	2.9%	0%	7%
CCOC(=O)CC(NC(=O)Cn1nnc(-c2ccccc2F)n1)c1ccccc1Cl (configuration not stated)	-4%	i	-1.2%	1.6%	-26%	-9%	-0.3%	-5%	7%
CCOP(=O)(OCC)/C(=C/N1CCCCC1)NC(=O)c1ccccc1	-3%	i	0.4%	1.3%	-34%	-26%[20 µM]	·	2%	0%
O=C(CSc1nc(-c2ccccc2)nc2c1Cc1ccccc1O2)Nc1ccccc1	30%	·	·	-2.3%	11%	12%	-6.8%	·	8%
COc1ccc(C/C(C)=N/NC(=O)c2ccncc2)cc1	7%	i	0.1%	-0.5%	-27%	-51%	3.5%	-12%	2%
CSc1ccccc1NC(=O)Cc1ccccc1[N+](=O)[O-]	6%	i	0.7%	-0.7%	-11%	10%	-2.1%	-5%	-8%
CCOC(=O)CSc1nnc(-c2ccc(NS(=O)(=O)c3ccc(C)cc3)cc2)o1	-2%	i	-0.1%	-0.6%	·	7%	-0.7%	-1%	-2%
CCc1cc2c(SCC(=O)N3CC(=O)Nc4ccccc43)ncnc2s1	3%	i	-1.0%	-1.7%	-22%	7%	-1.7%	-9%	20%
CCC(=O)OCC(=O)N=c1sccn1Cc1ccc(C)cc1	3%	·	-0.2%	0.6%	-17%	-14%	1.6%	-6%	12%
Cc1ccc(C(=O)Oc2ccccc2N2C(=O)C3CCC(C)CC3C2=O)cc1 (configuration not stated)	-5%	i	0.0%	-1.1%	-1%	-27%	-3.0%	-5%	-1%
CC1=NN(c2ccccc2)C(=O)C1/C=C1/NC(=S)NC1=O (configuration not stated)	-18%	i	0.1%	1.3%	0%	24%	2.6%	·	8%
Cc1ccc2nc(C(=O)N3CCc4c([nH]c5ccccc45)C3c3ccccn3)cn2c1 (configuration not stated)	10%	i	-0.9%	-0.5%	-32%	-57%[20 µM]	·	0%	5%
COC(=O)c1cc(NS(=O)(=O)c2ccc(N3CCC(C)CC3)c([N+](=O)[O-])c2)cc(C(=O)OC)c1	-3%	i	-1.1%	21%	-2%	22%	-0.5%	1%	4%
Cn1c(CCCOc2ccc(Cl)cc2Cl)n[nH]c1=S	-12%	i	-0.7%	-1.5%	-26%	-33%[20 µM]	·	-6%	1%
CCOC(=O)CSc1ncnc2c(C(=O)OCC)c3n(c12)CCC3	-7%	i	0.2%	0.8%	5%	13%	-1.8%	-3%	15%
FC(F)C(F)(F)C1=CC(c2cccs2)=NCCN1	-10%	i	0.1%	2.6%	-7%	-12%	0.9%	-10%	22%
COc1ccc(CC(NC(C)=O)C(=O)N2CCN(C(=O)N(C(C)C)C(C)C)CC2)cc1 (configuration not stated)	-5%	i	-0.4%	-0.1%	-2%	12%	1.2%	-2%	5%
COc1cc(NC(=O)c2ccc(CNc3c(N4CCCC4)c(=O)c3=O)cc2)cc(OC)c1OC	28%	i	0.6%	-0.8%	4%	20%	1.3%	-4%	6%
Cc1cc(NCc2ccc3c(c2)OCO3)n2nc(C)nc2n1	-8%	i	-0.1%	-0.5%	-23%	14%	4.9%	4%	-18%
O=C(Nc1ccccn1)c1ccc(Cl)c([N+](=O)[O-])c1	-16%	i	0.3%	-0.7%	-31%	-15%	2.2%	·	1%
COC(=O)c1ccc(NC(=S)NC(=O)c2c(-c3ccccc3)noc2C)cc1	-13%	i	0.3%	-0.2%	-2%	-12%	-3.7%	-5%	34%
Cc1ccc(NC(=O)CCc2nnc3ccc(N4CCC5(CC4)OCCO5)nn23)cc1F	4%	·	0.1%	0.9%	14%	-44%	-3.0%	10%	12%
Cc1cc(C)nc(Nc2ccc(F)cc2)n1	13%	·	-0.4%	-0.5%	-14%	-1%	0.5%	-4%	7%	NS5 inhibitors pilot replicate=-5.8
O=C(O)c1ccccc1-c1ccccc1C(=O)NCc1ccccc1Cl	-6%	·	1.1%	0.2%	-14%	23%	-3.4%	-10%	2%
COc1ccccc1CNS(=O)(=O)c1ccc(C)cc1	-1%	i	-0.7%	6.0%	-2%	24%	-4.2%	-4%	-18%
O=[N+]([O-])c1c(NCCCO)cc(N2CCN(Cc3ccc4c(c3)OCO4)CC2)c2nonc12	5%	i	-1.9%	-1.4%	5%	-14%	3.5%	-7%	24%
CC(C)CNc1oc(-c2ccccc2Cl)nc1C#N	13%	i	-0.8%	2.6%	5%	-18%	-4.1%	10%	0%
C/C=C/c1ccc(OCCCCN2CCN(CC)CC2)c(OC)c1	0%	i	1.0%	0.0%	-20%	-21%[20 µM]	-6.0%	-3%	18%
CN(C(=O)COC(=O)CNC(=O)C12CC3CC(CC(C3)C1)C2)c1ccccc1	13%	·	-0.3%	1.2%	-36%	10%	-2.5%	2%	4%
Cc1ccc(S(=O)(=O)N2CCC(NC(=O)OC(C)C)CC2)cc1	0%	i	-1.0%	0.2%	-10%	-28%	6.3%	-1%	5%
O=C(Nc1cccc(Cl)c1)OC1CCCCc2cccnc21 (configuration not stated)	0%	i	-0.5%	0.0%	1%	8%	-3.4%	-8%	8%
O=C(COC(=O)c1ccc(NS(=O)(=O)c2cccs2)cc1)NCC1CCCO1 (configuration not stated)	-3%	i	1.0%	0.0%	-30%	-29%	-1.4%	-2%	6%
CCC(C)(C)NC(=O)c1ccc2c(c1)N(CC(=O)OC)C(=O)C(C)(C)O2	4%	i	-0.5%	16%	-17%	-26%	5.3%	-13%	-9%	NS5 inhibitors pilot replicate=-2.7
CCc1nc2ccc(C(=O)N3CCN(c4cccc(OC)c4)CC3)cc2nc1CC	11%	·	-0.3%	-0.3%	-29%	23%	-2.9%	-3%	20%
CCN(C(=O)c1cnc(NC(C)C)cc1C(F)(F)F)c1ccc(Cl)cc1	-17%	i	-1.6%	0.3%	6%	-28%	3.0%	-2%	13%

In the list so far, 5 have two or more sulfur atoms.
SMILES	AID2073	Yfh1-off respiration	West Nile antiviral	HIV peptide binding	NOD1 inhibition	KOR beta-arrestin-1	KOR beta-arrestin-2	NS5 inhibitors	NOD2 inhibition	others
Cc1cccc(CSc2nc3sc(C)c(C)c3c(=O)n2Cc2ccco2)c1	-6%	i	-1.6%	2.2%	19%	19%	-4.4%	-4%	22%	NS5 inhibitors pilot replicate=-0.6
C=CCn1c(SCc2nc3sc(C(=O)O)c(C)c3c(=O)[nH]2)nnc1-c1ccc(F)cc1	3%	i	0.4%	3.3%	-30%	-6%[20 µM]	-2.3%	-10%	12%
CCOC(=O)CSc1nnc(-c2ccc(NS(=O)(=O)c3ccc(C)cc3)cc2)o1	-2%	i	-0.1%	-0.6%	·	7%	-0.7%	-1%	-2%
CCc1cc2c(SCC(=O)N3CC(=O)Nc4ccccc43)ncnc2s1	3%	i	-1.0%	-1.7%	-22%	7%	-1.7%	-9%	20%
O=C(COC(=O)c1ccc(NS(=O)(=O)c2cccs2)cc1)NCC1CCCO1 (configuration not stated)	-3%	i	1.0%	0.0%	-30%	-29%	-1.4%	-2%	6%

(list continues)
SMILES	AID2073	Yfh1-off respiration	West Nile antiviral	HIV peptide binding	NOD1 inhibition	KOR beta-arrestin-1	KOR beta-arrestin-2	NS5 inhibitors	NOD2 inhibition	others
O=C1NCCCCC1NS(=O)(=O)c1ccc(F)c(F)c1 (configuration not stated)	2%	i	0.3%	0.1%	-3%	-9%	2.4%	-8%	14%
Cc1ccc(C)c(N2CCN(CCCc3ccccc3)CC2)c1	-6%	·	-1.3%	-0.2%	-34%	-28%[20 µM]	-0.6%	-5%	-25%
Brc1ccccc1-c1csnn1	-2%	i	0.3%	-1.5%	-17%	1%	-4.7%	1%	15%
COc1ccccc1C1C(C(=O)NCc2ccccc2)=C(C)Nc2ncnn21 (configuration not stated)	-1%	i	-0.1%	2.1%	-18%	-16%	4.4%	-2%	12%
CCC(C)C(=O)Nc1nc(C)c(-c2csc(Nc3cc(OC)ccc3OC)n2)s1 (configuration not stated)	-4%	i	0.4%	3.5%	-39%	-3%	-2.0%	-10%	13%
CC1(C)C(=O)OC(c2ccccc2)C2(CCCC2)C1=O (configuration not stated)	-3%	i	1.6%	-2.7%	7%	-3%	15%	-1%	1%
CCCOc1ccc(/C=C/c2[nH]c(=O)[nH]c(=O)c2[N+](=O)[O-])cc1OCC	8%	i	-0.2%	74%	4%	-2%	0.7%	16%	24%
Cc1csc(NC(=O)CNS(=O)(=O)c2cccs2)n1	8%	i	-0.3%	1.8%	51%	1%	0.1%	-1%	21%
O=C(CSc1nc2ccccc2c(=O)n1CC1CCCO1)NCc1ccccc1 (configuration not stated)	1%	·	0.5%	1.2%	-30%	-21%	1.7%	1%	5%
CCOC(=O)c1cc(-c2ccccc2)sc1NC(=O)CC(C)C	-1%	i	0.0%	-0.5%	4%	-2%	0.7%	3%	4%

An excerpt; rates above refer to the full screens.
